Screening results as filed in PubChem.
14-3-3 PPI = 14-3-3 gamma protein interaction modulation; P61981; inhibition, % at 40 µM; 0.19% of 160,000 active; FP, 14-3-3gamma / TMR-pS259-Raf peptide binding; in the data active = inhibition above about 30%;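 also: 0% = protein plus tracer without compound and 100% = blank with tracer alone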
Target sequence (P61981 whole entry, looked up): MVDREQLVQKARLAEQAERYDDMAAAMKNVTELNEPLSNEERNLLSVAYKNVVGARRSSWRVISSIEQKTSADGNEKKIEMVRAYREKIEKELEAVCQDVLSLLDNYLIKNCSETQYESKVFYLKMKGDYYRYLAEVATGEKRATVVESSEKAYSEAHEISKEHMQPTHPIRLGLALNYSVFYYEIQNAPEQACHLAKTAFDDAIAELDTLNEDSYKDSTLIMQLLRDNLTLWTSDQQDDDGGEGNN
Numbers without * were called inactive; + = active, no number; & = joins results of further samples. A portion of the library; the hit share may differ from the screen's.

No.	SMILES	14-3-3 PPI
1	COCCCNC(=O)C1CCN(Cc2nc(-c3cccc(Br)c3)oc2C)CC1	0.4
2	O=C(NCc1ccccn1)c1ccc(Cn2c(=S)[nH]c3cc4c(cc3c2=O)OCO4)cc1	-20.3
3	Cn1c(=O)c2c(nc3n(CCO)c(C45CC6CC(CC(C6)C4)C5)cn23)n(C)c1=O	2.0
4	Cc1cc(O)c(C=Nc2ccc(-c3nc4ncccc4o3)cc2)c(C)c1Cl	-59.8
5	Cc1ccc(NC(=O)N2CCC(C(N)=O)CC2)cc1	1.7
6	CCCCc1ccc(-c2ccc(C)cc2O)nc1	-8.4
7	CSc1ccccc1Sc1cc(C(=O)NCC2CCCO2)c2ccccc2n1 (centres undefined)	-13.7
8	Cc1ccc(NC(=O)c2c(C)nc3sc(C(=O)NCc4ccco4)c(N)c3c2-c2ccccc2Cl)c(C)c1	-9.4
9	CCOCCCNC(=O)CS(=O)(=O)Cc1nc(-c2cccc(OC)c2)oc1C	0.3
10	Cc1cc(C(F)(F)F)c2c(N)c(C(=O)c3ccc([N+](=O)[O-])cc3)sc2n1	-50.3
11	Cc1ccc(S(=O)(=O)NC(=O)Nc2c(C)n(C)n(-c3ccccc3)c2=O)cc1	-2.2
12	COc1ccccc1N=Cc1cccc([N+](=O)[O-])c1O	-2.9
13	COc1ccc2c(c1)[nH]c1c(=O)n(CCN3CCCC3)cnc12	-10.6
14	CCOc1ccc(N2C(=O)CC(NCCCN3CCN(c4cccc(Cl)c4)CC3)C2=O)cc1 (centres undefined)	-10.4
15	CC(=O)Oc1ccc2cc(-c3nc(-c4ccc(C)cc4)c(C)s3)c(=O)oc2c1	-135.4
16	CCOC(=O)c1cc2c(=O)n3cccc(C)c3nc2n(CC2CCCO2)c1=NC(C)=O (centres undefined)	-4.5
17	COc1ccc(-c2nn3c(-c4ccc(F)cc4)nnc3s2)cc1	-9.4
18	O=C1c2cccnc2C(=O)N1c1ccc(Cc2ccc(N3C(=O)c4cccnc4C3=O)cc2)cc1	-14.4
19	Clc1ccc(OCCCn2c3ccccc3c3nc4ccccc4nc32)cc1	2.8
20	O=C1CC(N2CCN(c3nc4ccccc4s3)CC2)C(=O)N1c1ccc(Cl)cc1 (centres undefined)	2.8
21	Cc1cc(O)c(Cl)c(C)c1NS(=O)(=O)c1ccc(Br)cc1	-0.4
22	Cn1cnnc1SCC(=O)c1c[nH]c2ccccc12	-3.0
23	CC(C)c1ccc(C2Nc3ccccc3NC3=C2C(=O)CC(c2ccccc2)C3)cc1 (centres undefined)	-9.7
24	COc1ccc(CN2CCCCC2C)c(C)c1C (centres undefined)	-1.7
25	O=C(COC(=O)c1cccc(NC(=O)c2ccco2)c1)c1ccc(Br)cc1	-4.4
26	CCOCCCN(C(=O)c1ccco1)C(C(=O)NC1CCCC1)c1cccc(OC)c1OC (centres undefined)	-5.2
27	CC(C)(C)c1cc(CN2CCCCC2)cc(C(C)(C)C)c1O	-6.0
28	Cc1c(C)[n+](=O)c(-c2ccc(Br)cc2)c(C)n1[O-]	8.6
29	Nc1cc(C(=O)NCCSCc2ccccc2)ccc1N1CC2CC(C1)c1cccc(=O)n1C2 (centres undefined)	-0.1
30	Cc1nn(C(=O)c2cccnc2)c(C)c1Sc1ccc(Br)cc1	-4.2
31	CCN1C(=O)NC(c2ccc([N+](=O)[O-])cc2)C(C(=O)OCCOc2ccccc2)=C1C (centres undefined)	-7.1
32	CC(NC(=O)c1ccco1)C(=O)Nc1nc(-c2ccccn2)cs1 (centres undefined)	-16.8
33	COc1cc(C2Nc3ccccc3NC3=C2C(=O)CC(c2ccc(C)cc2)C3)cc(Br)c1O (centres undefined)	1.6
34	O=C(Nc1ccc(Br)cc1)c1ccc2c(c1)C(=O)N(c1ccc([N+](=O)[O-])cc1)C2=O	4.5
35	Cn1c(=O)c2c(nc(Oc3ccc(-c4ccccc4)cc3)n2C)n(C)c1=O	-6.7
36	COCCCN1C(=O)C(=O)/C(=C(/O)c2ccccc2)C1c1ccc(N(C)C)cc1 (centres undefined)	-10.5&-8.4
37	O=C1c2cccc([N+](=O)[O-])c2C(=O)N1c1cccc(-c2nc3ccccc3c(=O)o2)c1	6.8
38	O=C1CCCC2=C1C(c1cn[nH]c1-c1ccc(F)cc1)c1c(ccc3ncccc13)N2 (centres undefined)	-8.0
39	O=C(C1CC1)N1CCc2cc(Br)cc(S(=O)(=O)Nc3ccc(Br)cc3)c21	-30.3
40	COc1ccc2cc3cc(C(=O)Nc4cnc5ccccc5c4)sc3nc2c1	-32.4
41	O=C(CSCc1ccc(Br)cc1)N1CCOCC1	-4.0
42	Cc1ccc(S(=O)(=O)Nc2cc(C(=O)NC3CCCC(C)C3C)ccc2N2CCCCC2)cc1 (centres undefined)	-14.8
43	COc1cc(-c2nc3sc4c(c3c(=O)[nH]2)CCCC4)ccc1OCc1ccc(F)cc1	-3.2
44	COc1nc(OC)nc(N2CCC(C(=O)NCc3cccs3)CC2)n1	-12.8
45	CC(C)c1nc2ccc(NC(=O)C3CCCCC3)cc2[nH]1	-6.3
46	Cc1ccc(S(=O)(=O)N(CC(=O)Nc2ccc3c(c2)OCO3)c2cccc(Br)c2)cc1	-5.7
47	O=S(=O)(NCCc1ccccn1)c1ccc(F)c(F)c1	-9.5
48	O=C(CSc1nnc(N2C(=O)c3ccccc3C2=O)s1)NC1CC1	-0.8
49	Cc1sc2ncnc(NCCCN3CCOCC3)c2c1C	-4.3
50	Cc1sc2ncn(CC(=O)NCCCN3CCOCC3)c(=O)c2c1S(=O)(=O)N1CCOCC1	-17.4

3 entries from above, set out differently:
entry | 14-3-3 PPI | SMILES
26 | -5.2 | CCOCCCN(C(=O)c1ccco1)C(C(=O)NC1CCCC1)c1cccc(OC)c1OC (centres undefined)
33 | 1.6 | COc1cc(C2Nc3ccccc3NC3=C2C(=O)CC(c2ccc(C)cc2)C3)cc(Br)c1O (centres undefined)
27 | -6.0 | CC(C)(C)c1cc(CN2CCCCC2)cc(C(C)(C)C)c1O

Along the list, quoted from above:
Entries 40–47 in 14-3-3 PPI: -32.4, -4.0, -14.8, -3.2, -12.8, -6.3, -5.7, -9.5

Next section:
No.	SMILES	14-3-3 PPI
51	O=C(CSc1nnc2scc(-c3ccccc3)n12)NCC1CCCO1 (centres undefined)	6.7&-2.5
52	O=C(Nc1ccc(Br)cc1)c1ccc(Br)o1	0.3
53	CCCC(=O)Nc1cc(-c2nc3ccc(C)cc3o2)ccc1Cl	-16.0
54	COc1ccc(C2(CNC(=O)c3ccccc3[N+](=O)[O-])CCCC2)cc1OC	2.6
55	COc1ccc(OC)c(NC(=O)CCS(=O)(=O)c2ccc(C)cc2)c1	-13.8
56	Cc1nc2ccc(N=Cc3cc(Br)ccc3O)cc2s1	-11.8
57	CCCCNC(=O)CCC(=O)Nc1ncc(-c2ccc(C)cc2)n1C	-4.3
58	CCOC(=O)c1sc2[nH]c(=S)n(CCNC(C)=O)c(=O)c2c1C	-6.2
59	CCCCOC(=O)C1=C(C)NC2=C(C(=O)CC(C)(C)C2)C1c1cc(OC)ccc1OC (centres undefined)	1.0
60	CC(C)=C1C2C=CC1C1C(=O)N(c3ccc4c(c3)OCO4)C(=O)C21 (centres undefined)	-6.3
61	CC(Nc1cc(Cl)ccc1[N+](=O)[O-])C12CC3CC(CC(C3)C1)C2 (centres undefined)	-4.9
62	COc1cccc(C2Nc3ccc(S(=O)(=O)Nc4cccc(C)c4)cc3C3C=CCC32)c1OC (centres undefined)	-101.9
63	O=C(NC12CC3CC(CC(C3)C1)C2)NC12CC3CC(CC(C3)C1)C2	4.3
64	CC(C)OC(=O)CSc1nnc(-c2ccc(Cl)cc2Cl)o1	-1.8
65	COc1ccccc1N1C(=O)C2C(C(C)=O)=NN(c3ccc(Cl)cc3)C2C1=O (centres undefined)	-0.4
66	CCCCCn1c(SCCc2ccccc2)nc2c1c(=O)[nH]c(=O)n2C	4.4
67	Cc1cc(C)n2nc(SCCC(=O)NCc3ccccc3Cl)nc2n1	-26.8
68	CCc1ccc(NC(=O)c2nn3c(c2Br)NC(c2cccs2)CC3C(F)(F)F)cc1 (centres undefined)	-9.7
69	CC(=O)c1sc(Nc2nc3ccc(F)cc3s2)nc1C	-12.9
70	Cc1ccc(S(=O)(=O)N2CCN(c3cc(N4CCOCC4)c(F)cc3[N+](=O)[O-])CC2)cc1	-4.2
71	O=C(CCN1C(=O)C2C3C=CC(C3)C2C1=O)Nc1ccnc2ccccc12 (centres undefined)	0.3
72	CC(C)c1cc(C(=O)Nc2sc3c(c2C#N)CCC3)no1	-10.0
73	O=C1CC(Nc2ccc(N3CCOCC3)cc2)C(=O)N1Cc1ccccc1 (centres undefined)	-6.9
74	Oc1ccc(C2(c3ccccc3Cl)CCCCC2)cc1	5.2
75	CN1CCN(c2nc(-c3ccccc3)c3cc(Cl)ccc3n2)CC1	-1.5&-4.1

Other results:
no.	smiles	14-3-3 PPI
76	O=C(NC1CCSC1=O)c1cccc([N+](=O)[O-])c1 (centres undefined)	-3.1
77	COc1ccc(N2Cc3cccc(C(=O)NCCCN4CCCC4)c3C2=O)cc1	-39.0
78	CC(C)COC(=S)Nc1ccccc1	3.3
79	CC(=O)N1CCc2cc(Br)cc(S(=O)(=O)Nc3ccc(Br)cc3C)c21	-19.1
80	Cc1cccc(CCN=c2c([N+](=O)[O-])nn(-c3ccccc3)n2O)c1	-7.0
81	CC(=O)Nc1cccc(-c2nnc3n2CC(C)S3)c1 (centres undefined)	-7.6
82	O=C(CC(c1ccccc1)c1ccccc1)Nc1ncn[nH]1	-3.8
83	OC(c1cccc(OCc2ccccc2)c1)c1nnc(-c2ccccc2)o1 (centres undefined)	-4.0
84	CCC1Oc2ccccc2N(CC(=O)NCCc2ccccc2)C1=O (centres undefined)	-362.2
85	CCn1cc(C(=O)N2CCCC2)c(=O)c2cc(S(=O)(=O)N3CCOCC3)ccc21	-15.3&6.3
86	CCOc1cc2c(cc1OCC)C1C(C(=O)Nc3ccccc3C)c3ccccc3C(=O)N1CC2 (centres undefined)	0.0
87	COc1cc2c(=O)n(Cc3ccccc3)c(=O)n(CC(=O)NCc3ccco3)c2cc1OC	-12.9&-2.2
88	Cc1onc(-c2c(F)cccc2Cl)c1C(=O)NCCCN1CCOCC1	-3.6
89	Nc1c2c(nc3ccccc13)CCC2	-0.7&-2.7
90	CC1CCN(CCCNC(=O)C2c3ccccc3C(=O)N3CCc4ccccc4C23)CC1 (centres undefined)	-10.5
91	CC(=O)N1CCc2cc(S(=O)(=O)NCCc3ccc(Cl)cc3)ccc21	-3.7

Another view of part of the listing above.
(58) CCOC(=O)c1sc2[nH]c(=S)n(CCNC(C)=O)c(=O)c2c1C
- 14-3-3 PPI: -6.2
(59) CCCCOC(=O)C1=C(C)NC2=C(C(=O)CC(C)(C)C2)C1c1cc(OC)ccc1OC (centres undefined)
- 14-3-3 PPI: 1.0
(60) CC(C)=C1C2C=CC1C1C(=O)N(c3ccc4c(c3)OCO4)C(=O)C21 (centres undefined)
- 14-3-3 PPI: -6.3
(61) CC(Nc1cc(Cl)ccc1[N+](=O)[O-])C12CC3CC(CC(C3)C1)C2 (centres undefined)
- 14-3-3 PPI: -4.9

Other results follow:
no.	smiles	14-3-3 PPI
92	Cc1sc2ncn(CC(=O)NCCCC(=O)N3CCN(c4ccccn4)CC3)c(=O)c2c1C	-8.1
93	O=C(c1cccc(F)c1)N1CCN(c2ccc([N+](=O)[O-])c(NCCc3ccccc3)c2)CC1	-0.5
94	CCOC(=O)c1nnsc1NC(C)=O	-13.1
95	CCOC(=O)CC(=O)CSc1ncnc2c1oc1ccccc12	-8.3
96	O=C(Nc1c2c(nn1-c1ccc(F)cc1)CS(=O)C2)c1ccccc1Br (centres undefined)	-14.1
97	CCCCC(=O)Nc1ccc(Br)cc1C(=O)O	3.1
98	c1ccc(C2=NC3(CCCC3)N=C2c2ccccc2)cc1	-67.0
99	CN(C1=NC(=O)CS1)c1ccc(O)cc1	-1.0
100	Cc1cc(C)cc(N(CC(=O)N2CCN(Cc3ccccc3)CC2)S(=O)(=O)c2c(C)noc2C)c1	0.2
101	O=C(CCS(=O)(=O)c1ccc(Br)cc1)NCc1ccccc1	2.1
102	COc1ccc(CN2CC(C(=O)NCCc3ccccc3)CC2=O)cc1 (centres undefined)	-2.8
103	COc1ccc(C(=O)Nc2nc3c(s2)CCCC3)cc1OC	-11.6
104	CCOC(=O)C1C(c2cccc([N+](=O)[O-])c2)NC(=S)NC1(O)C(F)(F)F (centres undefined)	-5.1
105	CCOC(=O)N1CCN(c2c(N3CCc4ccccc43)c(=O)c2=O)CC1	9.3
106	COc1cccc(C(=O)Nc2cc3nn(-c4ccccc4)nc3cc2C)c1	-15.5
107	COc1ccc(NC(=O)CN(c2cc(C(F)(F)F)ccc2Cl)S(C)(=O)=O)cc1	-2.2
108	CC(C)c1ccc(N=Cc2c[nH]c3ccccc23)cc1	-6.9
109	CC1=C(C(=O)OCCOc2ccccc2)C(c2cccnc2)C2=C(CC(c3ccc(Cl)cc3)CC2=O)N1 (centres undefined)	1.0
110	Cc1cccc(N(C)C(=O)Cc2c(C(=O)O)[nH]c3ccc(Cl)cc23)c1	-6.9
111	Cc1ccc(C(=O)NC2CC(C)(C)NC(C)(C)C2)cc1Cl	-2.6
112	COc1ccc(OC)c(C(c2nnnn2Cc2ccccc2)N2CCC(C(N)=O)CC2)c1 (centres undefined)	0.4
113	CCOC(=O)c1cc2c(=O)n3ccccc3nc2n(C)c1=NC(=O)c1cc(OC)cc(OC)c1	-15.8
114	COc1ccc(N=Cc2ccccc2F)cc1	-0.2
115	Cc1ccc(N(C(=O)c2cccs2)C2C=CS(=O)(=O)C2)cc1 (centres undefined)	2.5
116	CC1=CC(C)(C)N(C(=O)C(C)N2C(=O)c3ccccc3C2=O)c2cc(C)ccc21 (centres undefined)	-6.2
117	COc1ccc(N(CC(=O)Nc2cc(Cl)ccc2OC)S(=O)(=O)c2c(C)noc2C)cc1	4.8
118	CCOC(=O)Nc1ccc(S(=O)(=O)Nc2nccc(C)n2)cc1	-1.5
119	CCOC(=O)C1=C(C)NC(=O)NC1c1cccc(O)c1 (centres undefined)	4.6&-2.1
120	Cc1cccc(OCC(=O)Nc2ccc(N3CCOCC3)cc2)c1	-5.6
121	S=c1[nH]cnc2sc(-c3ccccc3)cc12	0.2
122	CN1C(=S)SC(N2OC3C(=O)N(c4ccccc4)C(=O)C3C2c2ccccc2)C1(C)C (centres undefined)	-4.9
123	CC(=O)OCCNc1ccc2noc3c2c1C(=O)c1ccccc1-3	+
